CXXC DNA block – inhibitors of human MLL CXXC domain-DNA interaction; MLL-CXXC / FITC-HOXA9 DNA fluorescence polarization; Potency, µM (doses to about 115 µM), for the others: top-dose activity change, negative = inhibition, hits mostly inhibitors; AID 2662; 290,000 tested, 0.037% active; active = well fitted inhibition curve with a large enough effect in the polarisation, with a control signal flat, not every such curve was filed as active; inconclusive = small, poorly fitted or top-dose-only effect, or effect the other way, or a change in a side signal; inactive = no such curve, though single readings can be large or run the other way; the % refers to the polarisation; also: potency is read from the fitted curve at half-maximal effect
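Steps: dispense CXXC domain solution (7 uM) → pin compounds or unlabeled HOX-A9 DNA control → 5 min ambient → add FLSN-HOX-A9 solution (50 nM) → spin → 30 min ambient → fluorescence polarization. Tris pH 7.5/NaCl/DTT/BSA buffer.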
TCR act – activators of T cell receptors; primary human leukocytes, anti-CD3, IL-2 HTRF, 48 h; Potency, µM (titrated, usually from 9.22 µM), for the others: at the highest dose activation of IL-2 secretion, usual class: activators; 330,000 tested, under 10 active; also: % of control where 0% means no effect
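Using a-CD3 beads without co-stimulation, primary human leukocytes were exposed to compounds for 48 hr. An HTRF IL-2 kit measured the cytokine, with europium-to-d2 energy transfer producing emission at 665nm upon 320nm excitation.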
ELG1 DNA repair – inhibitors of ELG1-dependent DNA repair in HEK293T cells; HEK293T ELG1-luciferase reporter, luminescence, 16 h; DNA damage induced by 5-fluorouridine; Potency, µM (highest dose often 46.1 µM), inactives show at the highest dose activity change, negative = inhibition, usual class: inhibitors; 330,000 tested, 2.3% active; also: potency is read from the fitted curve at half-maximal effect; % is scaled to controls: 0 for no effect and ±100 for the full control effect; nearly all actives have a fitted effect of over 55% in size
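Luminescence from the luciferase reporter, measured 30 min after ONE-Glo reagent at room temperature, was the read-out. Beforehand, 2,000 cells per well were exposed for 16 hr at 37 °C to 5-fluorouridine together with compound or vehicle.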
TRPV1 ag – agonists of human vanilloid receptor 1 (TRPV1); activation, % at 8.33 µM; TRPV1-expressing cells, Fluo-8 calcium influx, agonist mode; 320,000 tested, 0.19% active; in the data active = activation above about 80%; inconclusive = between about 30% and that limit; also: 0% is about no effect
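Fluo-8 calcium influx in TRPV1-expressing cells, kinetic read (ex 480/em 520 nm). Compound added and read 3 min for agonist activity, followed by capsaicin at EC20 final and 2 min further read for enhancement.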
Integrin act MD – activators of alpha7 integrin expression for muscular dystrophy | 350,000 tested, 0.064% active | alpha7betagal myoblasts, beta-gal FDG fluorescence, 48 h | Potency, µM (highest dose often 38.3 µM), for the others: at the highest dose activation, most hits filed as activators;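 also: potency is read from the fitted curve at half-maximal effect; 100% = response of the positive control SU9516; nearly all actives have a fitted effect of over 60% in size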
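Alpha7betagal+/- myoblasts (passage 13) were plated 16-24 hr, then exposed to compounds (1:260 dilution of DMSO stock) for 48 hours at 37C. After MPER lysis, β-galactosidase reporter activity was read as FDG fluorescence (ex 480/em 540) after 30 minutes.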
PTAP TSG101 blk – blocks PTAP/TSG101 interaction to inhibit HIV-1 budding. AID 493005. Potency, µM (titrated, usually from 115 µM), without a hit: top-dose activity change, negative = inhibition, actives largely listed as inhibitors. 340,000 tested, under 10 active. Fluorescence polarization, FITC-PTAP peptide / Tsg101 binding; active = well fitted inhibition curve with a large enough effect in the main read-out, with a control signal flat, not every such curve was filed as active; inconclusive = small, poorly fitted or top-dose-only effect, or effect the other way, or a change in a side signal; inactive = no such curve, though single readings can be large or run the other way; also: potency is read from the fitted curve at half-maximal effect; % of control where 0% means no effect
Target sequence (Q99816 whole entry, looked up): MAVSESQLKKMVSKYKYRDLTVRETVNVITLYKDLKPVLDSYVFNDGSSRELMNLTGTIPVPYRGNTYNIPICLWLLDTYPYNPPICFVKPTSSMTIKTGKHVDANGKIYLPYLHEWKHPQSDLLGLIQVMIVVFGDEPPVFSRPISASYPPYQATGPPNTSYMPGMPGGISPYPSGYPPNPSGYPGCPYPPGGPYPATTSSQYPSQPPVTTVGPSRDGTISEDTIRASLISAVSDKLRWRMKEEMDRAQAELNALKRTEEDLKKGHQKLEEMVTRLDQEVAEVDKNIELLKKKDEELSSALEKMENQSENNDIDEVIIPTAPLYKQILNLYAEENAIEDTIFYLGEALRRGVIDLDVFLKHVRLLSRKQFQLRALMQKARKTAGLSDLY
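FP read-out: FITC-PTAP peptide, 50 nM final, binding Tsg101 binding domain, 10 uM final; 20 min, r.t.; 10 mM HEPES pH 7.5, 0.15 M NaCl, 0.01% Tween 20, 3 mM EDTA, 0.1 mM TCEP.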
BRCA1 expr up – increases BRCA1 expression; Potency, µM (doses to about 46.1 µM), for inactives: at the top dose activation, usual class: activators; AID 624202; 380,000 tested, 1.1% active; MCF7-BRCA1-FFLuc reporter, luminescence, 48 h; response scale: scaled: vehicle 0%, 10 µM genistein 100%; also: potency is read from the fitted curve at half-maximal effect; nearly all actives have a fitted effect of over 80% in size; some results filed as inactive show a strong effect at the top dose
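Reporter cells (MCF7, BRCA1 promoter-firefly luciferase) received library compounds across a concentration series for 48 h. End-point luminescence was measured and concentration-effect curves derived after normalization.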
B2AR arrestin – recruits beta-arrestin to the human beta2-adrenergic receptor; P07550; beta-arrestin recruitment to beta2AR, cell-based reporter; Potency, µM (series often up to 46.1 µM), without a hit: at the highest dose activation, usual class: activators; 330,000 tested, 0.02% active; AID 492947;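 also: potency is read from the fitted curve at half-maximal effect; 0% = DMSO controls and full agonism = EC100 isoproterenol or metaproterenol; nearly all actives have a fitted effect of over 65% in size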
Target sequence (P07550 whole entry, looked up): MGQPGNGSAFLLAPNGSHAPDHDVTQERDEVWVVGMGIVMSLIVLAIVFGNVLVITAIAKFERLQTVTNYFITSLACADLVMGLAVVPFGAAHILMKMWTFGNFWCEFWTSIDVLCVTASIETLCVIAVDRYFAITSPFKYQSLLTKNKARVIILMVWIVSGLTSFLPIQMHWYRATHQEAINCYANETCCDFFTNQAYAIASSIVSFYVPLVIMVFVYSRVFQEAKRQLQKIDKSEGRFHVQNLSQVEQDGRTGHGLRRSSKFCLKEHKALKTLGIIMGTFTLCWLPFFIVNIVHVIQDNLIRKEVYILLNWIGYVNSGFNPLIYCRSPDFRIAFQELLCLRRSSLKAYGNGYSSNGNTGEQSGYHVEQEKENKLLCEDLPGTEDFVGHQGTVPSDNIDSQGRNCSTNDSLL
A-T KAP1 phos – candidate therapy for ataxia-telangiectasia; […] A-T fibroblasts, KAP-1 phosphorylation AlphaLISA; neocarzinostatin DNA damage 30 min before lysis; Potency, µM (top dose mostly 57.5 µM), for the others: top-dose activation, hits mostly activators; 320,000 tested, 0.19% active; AID 485349; also: potency is read from the fitted curve at half-maximal effect; % of control where 0% means no effect; nearly all actives have a fitted effect of over 45% in size
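ATM-like activity read as KAP-1 phosphorylation via AlphaLISA donor/acceptor antibody pairs after lysis and 6 hr at 25C. Cells were ATM-null patient fibroblasts ([…], hTERT), dosed 60 min, then exposed to the DSB inducer NCS for 30 min.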
p53 reactivator – mutant p53 re-activation in reporter cells. H1299 p53-A138V BP100-luciferase reporter, luminescence, 24 h. Potency, µM (top dose mostly 92.2 µM), inactives show top-dose activity change, positive = activation, most hits filed as activators. 320,000 tested, 0.063% active. AID 504706; also: potency is read from the fitted curve at half-maximal effect; % of control where 0% means no effect; nearly all actives have a fitted effect of over 45% in size
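p53-null H1299 cells stably carrying temperature-sensitive p53-A138V and a BP100-luciferase reporter were pinned with compounds (4-point, 1:5 series) and held 24 hrs at 37 deg C. Luminescence was read 10 min after detection reagent.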
An asterisk follows results filed as active; u = inconclusive; x = no result given; & = joins results of further samples; [ ] = another dose, or the depositor's remark. Unless noted, calls follow the shape of the dose curve; as a rule, active = well fitted curve in the direction sought with a large enough effect; inconclusive = small, poorly fitted or top-dose-only effect, or another doubt; inactive = no such curve, though single readings can be large; an effect the other way counts as inactive or inconclusive. Compounds were not picked by outcome, and some 3.8% of all compounds hit somewhere here.

SMILES	CXXC DNA block	TCR act	ELG1 DNA repair	TRPV1 ag	Integrin act MD	PTAP TSG101 blk	BRCA1 expr up	B2AR arrestin	A-T KAP1 phos	p53 reactivator
CC(C)CCNC(=O)c1onc(CSc2ccccn2)c1C(=O)NCCC(C)C	x	0%	x	x	10%	-13%	-36%	x	x	x
O=C(Nc1ccc(Br)cc1)c1ccccc1CC[N+](=O)[O-]	4%	4%	2%	1	20%	0%	2%	0.1%	8%	3%
CC(=O)Oc1ccc2nc(-c3cccs3)oc(=O)c2c1	-2%	4%	22%	-2	6%	-2%	1%	0.2%	1%	-3%
CCOC(=O)/C=C1/SCC(=O)N1CC(=O)Nc1cccc(F)c1	x	2%	6%	-4	12%	1%	8%	-0.1%	-2%	-7%
O=C(c1ccc(Cl)c([N+](=O)[O-])c1)N1CCN(C(=O)c2ccco2)CC1	3%	3%	-13%	-1	15%	-4%	-12%	-0.4%	0%	15%
COc1ccc(NC(=O)C(Cc2ccccc2)n2cccc2)cc1 (stereo not given)	32%[activator]	0%	-11%	22	8%	-7%	-1%	-0.8%	-2%	0%
CC1(C)CC(=O)C(N=Nc2cc(Cl)c(Cl)c(Cl)c2)=C(O)C1	-1%	3%	u	7	-43%	-7%	-8%	0.2%	x	10%
COc1ccc(S(=O)(=O)Nc2cc(C)nn2-c2ccccc2)cc1	7%	3%	0%	2	21%	-5%	0%	0.0%	-4%	6%
O=C1C=CC(=O)N1c1ccc(Sc2ccc([N+](=O)[O-])cc2)cc1	-6%	x	u	-6	x	x	x	-0.2%	2%	3%
C=CCn1c(SCc2cc(=O)n3ccsc3n2)nc2sc(C)c(C)c2c1=O	14%	3%	2%	3	10%	-3%	9%	-1.2%	-2%	14%
CC(=O)O[C@H]1C[C@@]2(C)[C@@H](C[C@@H](O)[C@H]3[C@@]4(C)CC[C@@H](O)[C@@H](C)[C@@H]4CC[C@@]32C)/C1=C(\CCC=C(C)C)C(=O)O	x	-12%&-8%	-3%	4	x	-3%&2%	15%&-1%	-0.1%	-6%	-2%
CCCCN(C(=O)c1[nH]c(C)c(C(C)=O)c1C)c1c(N)n(CCCC)c(=O)[nH]c1=O	x	-4%	1%	0	-8%	1%	-2%	-0.1%	-2%	0%
Cc1nnc(SCC(=O)N2CCOCC2)[nH]c1=O	-10%	1%[46.1 µM]	u	-3	30%	0%	-1%	-0.5%	-6%	-3%
CCN(CC)CCCC(C)NC(=O)c1cc(=O)c2ccccc2o1 (stereo not given)	6%	-5%	7%	1	-11%	-4%	-9%	-0.1%	-1%	-2%
C#CCOCCOCCOCCNc1nc(N2CCOCC2)nc(N2CCN(C(=O)[C@H](CC(N)=O)n3cc(C(N)[C@@H](C)CC)nn3)CC2)n1 (stereo not given in full)	x	-2%	u	x	28%	-3%	-10%	0.4%	2%	1%
COc1cc(S(=O)(=O)N2CCOCC2)ccc1NC(=O)CSc1nnc(N)s1	-16%	-3%	4%	0	-3%	-3%	0%	-4.5%	2%	0%
Brc1ccc2c(c1)[C@H]1OCC[C@H]1[C@@H](c1cccs1)N2	0%	-5%	21µM*	-8	-19%	-1%	-52%	-0.7%	u	9%
Cc1ccc(O)c(C2=NCCNC(C(F)(F)F)=C2)c1	-14%	-6%	-5%	6	-1%	-6%	-2%	-0.2%	x	0%
O=C(COC(=O)c1ccc(N2CCOCC2)c([N+](=O)[O-])c1)Nc1ccc2c(c1)OCO2	-1%	7%[46.1 µM]	12%	9	-9%	-5%	1%	0.1%	-5%	1%
COCCN(Cc1nc(-c2ccc(-c3ccccc3)cc2)oc1C)C(C)C	1%	1%	u	-1	0%	1%	0%	0.2%	5%	-13%
CC(=O)CC(=O)Nc1ccc(Cl)cn1	0%	-1%	25%	-1	8%	-1%	3%	-0.3%	0%	-2%
O=C(OCc1nc2ccccc2s1)c1cccc(N2C(=O)CCC2=O)c1	-2%	-4%	14%	-4	11%	-2%	6%	-0.1%	6%	-1%
CCC(=O)Nc1cc2c3c(c1)CCN3C(=O)CC2	-2%	-1%	4%	-2	0%	-9%	-8%	0.2%	-2%	-6%
O=C(CCn1c(=S)oc2ccccc21)Nc1ccc2c(c1)OCCO2	2%	-1%	-16%	-3	9%	-2%	7%	0.4%	0%	8%
COc1ccc(CCC(=O)Nc2ccc(S(=O)(=O)Nc3ncccn3)cc2)cc1	x	13%	19%	1	1%	-4%	5%	-1.5%	2%	-3%
O=C(NCCN1CCCC1=O)Nc1ccccc1	6%	5%	14%	0	12%	-5%	3%	0.0%	3%	-11%
CN(C)C(=S)Nc1nc2ccccc2s1	u	-7%	u	22	12%	-3%	3.5µM*	u	5%[11.5 µM]	10%
O=C1NC(=Nc2ccccc2Cl)S/C1=C\c1cc([N+](=O)[O-])ccc1O	-17%	8%	-1%	13	-2%	u	0%	-0.8%	-3%	x
CC(C)NS(=O)(=O)c1cc(F)ccc1CN1C(=O)c2cccnc2C1=O	15%	-5%	12%	-4	u	-10%	15%	-0.7%	2%	-5%
COc1cccc(CNC(=O)Cn2ccc3cc(S(=O)(=O)N4CCCC4)ccc32)c1	-4%	-5%	0%	18	18%	-5%	-1%	0.0%	5%	4%
O=C(O)Cn1c(O)c(C2=c3ccccc3=NC2=O)sc1=O	19%	4%	-11%	6	-19%	1%	9%	-0.1%	3%	4%
N#C/C(=C\c1c(Cl)cccc1Cl)c1nn(-c2ccccc2)c(-n2cccc2)c1C#N	23%	5%	u	0	-8%	1%	-48%	-0.6%	3%	0%
Cc1ccc(N2C(=O)C3C(c4ccccc4)(C2=O)C3(c2ccccc2)c2ccccc2)cc1 (stereo not given)	11%	5%	-11%	9	13%	0%	-21%	-0.7%	-2%	-7%
CCOC(=O)c1c(NC(=O)c2ccccc2N(C)S(=O)(=O)c2ccccc2)sc2c1CCCC2	9%	-4%[46.1 µM]	u	-4	-31%	-4%	-66%	0.5%	1%	u
Cc1ccc(C)c(S(=O)(=O)N2CCCCC2CCNC(=O)C(=O)NCc2ccncc2)c1 (stereo not given)	x	5%	-23%	u	-27%	-1%	-73%[inhibitor]	-0.3%	-1%	-6%
CN1CCN(CC(O)COc2ccc(C(=O)O)cc2)CC1 (stereo not given)	4%	x	6%	1	3%	0%	2%	0.8%	8%	4%
Nc1nnc(SCC(=O)OCC(=O)Nc2ccccc2F)s1	8%	-5%	0%	1	6%	-2%	8%	-0.1%	2%	-4%
c1ccc(-c2nnc(CSc3nncs3)o2)cc1	0%	4%	u	0	-1%	0%	83%	-0.1%	-4%	u
Nc1cc(C(=O)O)c(Oc2ccc(Cl)cc2Cl)cc1C(=O)O	2%	6%	4%	-4	-7%	-3%	-1%	-1.9%	9%	3%
Cc1csc(=O)n1CC(=O)OCc1nnc(-c2ccc([N+](=O)[O-])cc2)o1	x	5%	19%	1	-18%	-2%	-6%	-0.2%	7%	6%
CC1CCCN(C(=O)CSc2nnc(-c3cccs3)o2)C1 (stereo not given)	-8%	0%	u	10	-5%	-8%	103%	-0.2%	-9%	u
CCC(C)[C@H](NC(=O)NC1CCN(Cc2ccccc2)CC1)C(=O)OC (stereo not given in full)	2%	3%	-5%	-6	-3%	-2%	-39%	-0.2%	-2%	-11%
CCOC(=O)C1CCN(S(=O)(=O)c2cc(C(=O)N3CCCCC3)ccc2OC)CC1	2%	-2%	-13%	-6	-24%	-3%	-8%	0.0%	9%	4%
CCCCCC1(C)NC(=S)N(c2ccccc2)N1 (stereo not given)	4%	1%	7.3µM*	6	15%	-6%	-18%	-0.2%	0%	8%
S=C(NCCc1ccccn1)Nc1ccc(Cl)cc1Cl	2%	1%	-3%	0	-26%	0%	u	-0.6%	0%	-6%
COc1ccc(NC(=O)C2CCN(S(=O)(=O)c3cccc4cccnc34)CC2)cc1	12%	6%	u	-1	-8%	0%	1%	-0.3%	27%	6%

High-throughput results deposited in PubChem BioAssay by National Center for Advancing Translational Sciences (NCATS).
